ssDAF12 agonist – activates DAF-12 receptor from parasite S. stercoralis | 370,000 tested, 1% active | activation, % at 6.8 µM | HEK293 ssDAF-12/GRIP1 lit1-tk-luc reporter, luminescence; % of 3 µM dafachronic acid response;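 active = activation above the mean over all tested compounds plus 3 SD, cut at about 0.9% in these data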;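 note: 0% = DMSO-only wells and 100% = 3 µM delta7-dafachronic acid wells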
DAX1 inh-1 – NR0B1 (DAX1) inhibition; inhibition, % at 6.75 µM; HEK293 Gal4-DAX1 luciferase reporter, luminescence; AID 504766; 340,000 tested, 0.99% active; P51843;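 active = inhibition above the mean over all tested compounds plus 3 SD, cut at about 4.2% in these data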;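 note: 0% = DAX1-transfected cells with DMSO and 100% = empty-vector control cells with DMSO; inhibition shows as a rise in luminescence from relieved DAX1 repression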
Target sequence (P51843 207-470 limits assumed): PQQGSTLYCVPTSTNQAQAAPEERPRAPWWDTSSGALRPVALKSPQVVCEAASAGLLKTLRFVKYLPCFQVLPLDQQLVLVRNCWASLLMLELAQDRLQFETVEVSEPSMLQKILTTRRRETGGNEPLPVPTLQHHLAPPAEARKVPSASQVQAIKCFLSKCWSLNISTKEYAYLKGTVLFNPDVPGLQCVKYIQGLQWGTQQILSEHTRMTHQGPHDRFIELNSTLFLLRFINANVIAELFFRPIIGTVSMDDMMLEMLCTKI
SMARCA2 activ – activators of SMARCA2 function; MG213 cells, MMTV-luciferase reporter, dexamethasone, overnight; activation, % at 9.1 µM; 370,000 tested, 1% active; in the data active = activation above about 7.8%;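 note: 0% = vehicle wells and 100% = reference activator wells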
hgDAF-12 ag – agonists of H. glycines DAF-12 nuclear receptor; activation, % at 6.8 µM; HEK293 GAL4-hgDAF12 UAS-luciferase reporter, agonist luminescence; normalized to butyrate control; 370,000 tested, 1.8% active;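 active = activation above a cutoff set at the mean of all screened compounds plus 3 SD, cut at about 10% in these data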;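 note: 0% = DMSO wells and 100% = sodium butyrate wells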
MBD2 inh – blocks human MBD2 binding to methylated DNA | 370,000 tested, 0.31% active | Q9UBB5 | AID 686964 | inhibition, % at 4.4 µM | TR-FRET, MBD2 binding to methylated oligonucleotide; in the data active = inhibition above about 13%
hcDAF12 agonist – activates DAF-12 receptor from parasite H. contortus; HEK293 hcDAF-12 lit1-tk-luc reporter, luminescence; 0% DMSO, 100% Δ7-dafachronic acid; activation, % at 6.8 µM; 370,000 tested, 1.4% active;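 active = activation above the mean of all tested compounds plus 3 SD, cut at about 5.5% in these data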;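 note: 100% = response to 3 µM Δ7-dafachronic acid high control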
Rev-erbA mod – Rev-erb alpha (human) modulation; P20393; Rev-erbα–FITC-DNA binding, fluorescence polarization, 90 min; activity, % at 10 µM; 370,000 tested, 0.79% active; AID 1259318;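 active = activity above about 14%, limit read from the data; passing the limit was not always enough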;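 note: 0% = DMSO wells with 35 nM protein and 100% = DMSO wells with 750 nM protein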
ADAM17 inh – ADAM17 inhibition, QFRET primary screen; recombinant ADAM17, EDANS/DABCYL FRET peptide cleavage; AID 720648; 370,000 tested, 0.83% active; inhibition, % at 6.95 µM; P78536;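 active = inhibition above the mean of compounds lying between control limits plus 3 SD, set per campaign, cut at about 8.5% in these data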;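 note: 0% = DMSO-only wells as the low control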
Target sequence (P78536 215-824 limits assumed): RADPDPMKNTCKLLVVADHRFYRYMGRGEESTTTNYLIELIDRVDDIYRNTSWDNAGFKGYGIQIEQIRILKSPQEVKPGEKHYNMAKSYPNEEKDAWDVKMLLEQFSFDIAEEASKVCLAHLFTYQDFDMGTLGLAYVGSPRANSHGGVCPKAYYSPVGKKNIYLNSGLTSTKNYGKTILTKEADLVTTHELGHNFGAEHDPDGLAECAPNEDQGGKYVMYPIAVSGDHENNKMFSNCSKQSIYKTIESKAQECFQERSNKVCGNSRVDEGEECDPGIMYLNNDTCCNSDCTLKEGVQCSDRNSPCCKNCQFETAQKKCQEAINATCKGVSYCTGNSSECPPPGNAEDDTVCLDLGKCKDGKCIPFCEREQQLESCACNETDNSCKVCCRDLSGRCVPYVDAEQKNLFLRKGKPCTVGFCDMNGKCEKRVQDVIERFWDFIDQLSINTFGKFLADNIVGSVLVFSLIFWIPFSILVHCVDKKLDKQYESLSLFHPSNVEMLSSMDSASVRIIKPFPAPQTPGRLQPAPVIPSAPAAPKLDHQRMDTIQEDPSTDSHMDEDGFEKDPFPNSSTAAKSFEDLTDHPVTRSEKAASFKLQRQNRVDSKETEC
DAX1 inh-2 – DAX1 (NR0B1) inhibition, primary screen. HEK293T StAR-luciferase reporter, SF-1/DAX-1 repression relief. inhibition, % at 6.8 µM. 370,000 tested, 1.1% active. AID 652010;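 active = inhibition above the mean over all tested compounds plus 3 SD, cut at about 3.6% in these data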;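 note: 0% = DAX-1 cells with DMSO and 100% = cells lacking DAX-1 with DMSO; higher inhibition means more luminescence from relief of DAX-1 repression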
PLC-gamma1 inh – PLC-gamma1 (human) inhibition, primary screen; purified PLC-gamma1, fluorogenic substrate, fluorescence; 370,000 tested, 0.84% active; P19174; inhibition, % at 12.2 µM; in the data active = inhibition above about 9.5%
PLCb3 inh – blocks human PLC-beta3 enzyme activity; Q01970; Purified PLC-beta3, fluorogenic substrate, fluorescence; AID 720704; 370,000 tested, 0.18% active; inhibition, % at 12.2 µM; in the data active = inhibition above about 11%;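 note: 0% = median of compound wells on plate and 100% = full blocker control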
An asterisk follows results filed as active.

`CCOC(=O)C(C#N)C(=N)C1C(=O)OC2CCCCC21` (stereo not drawn) gave ssDAF12 agonist -1.2, DAX1 inh-1 0.5, SMARCA2 activ -1, hgDAF-12 ag 0.1, MBD2 inh 5, hcDAF12 agonist -0.5, Rev-erbA mod 13, ADAM17 inh -5, DAX1 inh-2 0.5, PLC-gamma1 inh 4 and PLCb3 inh -1.
For COc1ccc(Cl)cc1S(=O)(=O)N(C)CC(=O)NCc1ccccn1 the results were ssDAF12 agonist -0.9, DAX1 inh-1 0.6, SMARCA2 activ -2, hgDAF-12 ag -2.3, MBD2 inh 4, hcDAF12 agonist 0.0, Rev-erbA mod -4, ADAM17 inh -4, DAX1 inh-2 -0.4, PLC-gamma1 inh 9.6* and PLCb3 inh -6.
`CC(C)Oc1c(Cl)cc(CNC(C)(C)CO)cc1Cl` gave ssDAF12 agonist -1.2, DAX1 inh-1 -0.1, SMARCA2 activ -4, hgDAF-12 ag 4.2, MBD2 inh -5, hcDAF12 agonist -1.1, Rev-erbA mod -3, ADAM17 inh -4, DAX1 inh-2 0.5, PLC-gamma1 inh 1 and PLCb3 inh 1.
Screening CCOC(=O)c1nn(-c2ccc(F)cc2)c(=O)c(C#N)c1C returned ssDAF12 agonist -0.6, DAX1 inh-1 -1.4, SMARCA2 activ -2, hgDAF-12 ag 2.4, MBD2 inh -2, hcDAF12 agonist 0.2, Rev-erbA mod 0, ADAM17 inh -13, DAX1 inh-2 -0.3, PLC-gamma1 inh -139 and PLCb3 inh -179.
`COc1cccc2[nH]c3c(=O)[nH]cnc3c12` gave ssDAF12 agonist -1.0, DAX1 inh-1 1.0, SMARCA2 activ -2, hgDAF-12 ag -0.4, MBD2 inh 0, hcDAF12 agonist 0.1, Rev-erbA mod -1, ADAM17 inh -388, DAX1 inh-2 0.1, PLC-gamma1 inh -148 and PLCb3 inh -220.
For COc1cccc(CC2(CO)CCN(S(=O)(=O)N(C)C)CC2)c1 the results were ssDAF12 agonist -0.9, DAX1 inh-1 0.4, SMARCA2 activ -4, hgDAF-12 ag 4.0, MBD2 inh 1, hcDAF12 agonist -2.0, Rev-erbA mod -8, ADAM17 inh 1, DAX1 inh-2 -0.6, PLC-gamma1 inh 2 and PLCb3 inh 3.
For Cn1ccc(NC(=O)Nc2cccc([N+](=O)[O-])c2)n1 the results were ssDAF12 agonist -1.6, SMARCA2 activ 0, hgDAF-12 ag 3.5, MBD2 inh 8, hcDAF12 agonist -1.0, Rev-erbA mod -1, ADAM17 inh -5, DAX1 inh-2 0.8, PLC-gamma1 inh 3 and PLCb3 inh 0.
`CC(C)Oc1ccc(CC(=O)NNC(=S)Nc2ccc(Br)cc2)cc1` gave ssDAF12 agonist -1.0, DAX1 inh-1 1.2, SMARCA2 activ 0, hgDAF-12 ag -2.4, MBD2 inh 3, hcDAF12 agonist -0.8, Rev-erbA mod 3, ADAM17 inh 7, DAX1 inh-2 -0.5, PLC-gamma1 inh 9.8* and PLCb3 inh 2.
`CCC[C@H]1C(=O)CC[C@@]23CCCN2C(=O)CCC[C@@H]13` gave ssDAF12 agonist -0.8, hgDAF-12 ag 1.6, MBD2 inh 0, hcDAF12 agonist 0.5, Rev-erbA mod -2, ADAM17 inh -1, PLC-gamma1 inh -2 and PLCb3 inh 5.
Cc1ccccc1NC(=O)c1cc2c(C)nc3ccccc3c2o1 was read as ssDAF12 agonist -1.9, DAX1 inh-1 0.9, SMARCA2 activ 1, hgDAF-12 ag -3.3, MBD2 inh -6, hcDAF12 agonist -2.5, Rev-erbA mod -5, ADAM17 inh 0, DAX1 inh-2 -0.8, PLC-gamma1 inh 2 and PLCb3 inh 0.
Cc1ccc(NS(=O)(=O)c2ccc(OCC(=O)NCc3cccnc3)cc2)cc1 was read as ssDAF12 agonist -1.0, DAX1 inh-1 -2.1, SMARCA2 activ -2, hgDAF-12 ag 1.2, MBD2 inh 1, hcDAF12 agonist -0.1, Rev-erbA mod 1, ADAM17 inh -1, DAX1 inh-2 -1.0, PLC-gamma1 inh 2 and PLCb3 inh 2.
For Cc1nn(C)c(C)c1S(=O)(=O)N1CCCC(C(=O)NCC2COc3ccccc3O2)C1 (stereo not drawn) the results were ssDAF12 agonist -1.7, DAX1 inh-1 -0.7, SMARCA2 activ 1, hgDAF-12 ag -1.8, MBD2 inh -2, hcDAF12 agonist -1.7, Rev-erbA mod 7, ADAM17 inh 3, DAX1 inh-2 -0.9, PLC-gamma1 inh 4 and PLCb3 inh 7.
For COc1ccc(-c2csc(N(CC3CCCO3)C(=O)c3cccs3)n2)cc1 (stereo not drawn) the results were ssDAF12 agonist -2.2, DAX1 inh-1 -1.2, SMARCA2 activ -2, hgDAF-12 ag -2.1, MBD2 inh 2, hcDAF12 agonist -2.3, Rev-erbA mod -2, ADAM17 inh -2, DAX1 inh-2 -1.0, PLC-gamma1 inh 8 and PLCb3 inh -1.
COc1ccc(NC(=O)c2cc(C)n(Cc3cccs3)c2C)cc1 was read as ssDAF12 agonist 0.7, SMARCA2 activ 4, hgDAF-12 ag 8.5, MBD2 inh 5, hcDAF12 agonist 4.5, Rev-erbA mod -1, ADAM17 inh -2, DAX1 inh-2 2.7, PLC-gamma1 inh -1 and PLCb3 inh -1.
For Cc1ccc(CNC(=O)c2ccc3nc4[nH]c5ccccc5c4nc3c2)cc1 the results were ssDAF12 agonist -1.2, SMARCA2 activ 2, hgDAF-12 ag -0.7, MBD2 inh 1, hcDAF12 agonist -2.4, Rev-erbA mod 1, ADAM17 inh 0, DAX1 inh-2 0.7, PLC-gamma1 inh -16 and PLCb3 inh -13.
COCCCNC(=O)c1ccc2sc([C@@H]3O[C@H](CO)[C@H](O)[C@H](O)[C@H]3O)nc2c1 was read as ssDAF12 agonist 0.0, SMARCA2 activ -3, hgDAF-12 ag 4.0, MBD2 inh 1, hcDAF12 agonist -0.4, Rev-erbA mod -1, ADAM17 inh -2, DAX1 inh-2 0.2, PLC-gamma1 inh -1 and PLCb3 inh 4.
For CC1(c2ccccc2Cl)NC(=O)N(CC(=O)Nc2cccnc2Cl)C1=O (stereo not drawn) the results were ssDAF12 agonist -1.4, DAX1 inh-1 -0.9, SMARCA2 activ 0, hgDAF-12 ag 0.4, MBD2 inh -3, hcDAF12 agonist -0.6, Rev-erbA mod 2, ADAM17 inh -2, DAX1 inh-2 2.5, PLC-gamma1 inh 2 and PLCb3 inh -2.
Screening CC(=O)Nc1ccc(OCC(=O)N(CC(C)C)C2CCS(=O)(=O)C2)cc1 (stereo not drawn) returned ssDAF12 agonist -1.1, DAX1 inh-1 0.6, SMARCA2 activ -1, hgDAF-12 ag -1.1, MBD2 inh -2, hcDAF12 agonist 1.1, Rev-erbA mod -4, ADAM17 inh 4, DAX1 inh-2 0.5, PLC-gamma1 inh 7 and PLCb3 inh 2.
For CCc1cccc(NC(=O)c2ccc(NS(=O)(=O)c3c(C)noc3C)cc2)c1 the results were ssDAF12 agonist -1.1, DAX1 inh-1 -1.4, SMARCA2 activ -2, hgDAF-12 ag 0.2, MBD2 inh -1, hcDAF12 agonist -0.3, Rev-erbA mod 0, ADAM17 inh 4, DAX1 inh-2 -0.2, PLC-gamma1 inh 5 and PLCb3 inh 0.
For CCN(C(=O)c1cc2c(=O)[nH]c3ccc(C)cc3c2s1)c1cccc(C)c1 the results were ssDAF12 agonist -0.8, DAX1 inh-1 -1.1, SMARCA2 activ -3, hgDAF-12 ag -1.8, MBD2 inh 5, hcDAF12 agonist -2.3, Rev-erbA mod 8, ADAM17 inh -6, DAX1 inh-2 -0.6, PLC-gamma1 inh 0 and PLCb3 inh -6.
C=CCNC(=O)CCCCCNS(=O)(=O)c1ccc(OC)cc1 was read as ssDAF12 agonist -1.7, DAX1 inh-1 0.8, SMARCA2 activ 0, hgDAF-12 ag 2.7, MBD2 inh 4, hcDAF12 agonist -0.4, Rev-erbA mod -2, ADAM17 inh -3, DAX1 inh-2 0.0, PLC-gamma1 inh 0 and PLCb3 inh 1.
For COC(=O)[C@]12C[C@H](CC(=O)N3CCOCC3)C(=O)N(CCc3ccc(OC)c(OC)c3)C1=C[C@H](C1CCCC1)O[C@@H]2C the results were ssDAF12 agonist -1.6, SMARCA2 activ 4, hgDAF-12 ag 2.6, MBD2 inh -4, hcDAF12 agonist -1.3, Rev-erbA mod 6, ADAM17 inh 2, DAX1 inh-2 -0.1, PLC-gamma1 inh 0 and PLCb3 inh 4.
CCOc1ccc(Oc2ccccc2NS(=O)(=O)c2ccc(CCC(=O)O)cc2)cc1 was read as ssDAF12 agonist -1.0, DAX1 inh-1 -1.1, SMARCA2 activ -1, hgDAF-12 ag -3.9, MBD2 inh 3, hcDAF12 agonist -2.5, Rev-erbA mod 6, ADAM17 inh -7, DAX1 inh-2 -2.2, PLC-gamma1 inh 0 and PLCb3 inh -2.
Screening CCCCOc1cccc(C2/C(=C(/O)c3ccc4c(c3)CC(C)O4)C(=O)C(=O)N2CCN2CCOCC2)c1 (stereo not drawn) returned ssDAF12 agonist -1.5, DAX1 inh-1 0.9, SMARCA2 activ -4, hgDAF-12 ag -1.6, MBD2 inh -2, hcDAF12 agonist 1.4, Rev-erbA mod 1, ADAM17 inh 3, DAX1 inh-2 -1.5, PLC-gamma1 inh -8 and PLCb3 inh -17.
O=C(NC1CCCCC1)c1ccc2snnc2c1 was read as ssDAF12 agonist -1.3, DAX1 inh-1 1.3, SMARCA2 activ -3, hgDAF-12 ag 1.3, MBD2 inh 4, hcDAF12 agonist 2.1, Rev-erbA mod 3, ADAM17 inh -4, DAX1 inh-2 0.2, PLC-gamma1 inh 2 and PLCb3 inh -9.
For O=C(NCc1cccs1)C1CCN(S(=O)(=O)c2cccc([N+](=O)[O-])c2)CC1 the results were ssDAF12 agonist -0.3, DAX1 inh-1 -1.4, SMARCA2 activ 1, hgDAF-12 ag -0.1, MBD2 inh 3, hcDAF12 agonist -1.7, Rev-erbA mod -4, ADAM17 inh 1, DAX1 inh-2 -0.1, PLC-gamma1 inh 2 and PLCb3 inh -2.
O=C1CCCCc2cc(O)c(O)cc21 was read as ssDAF12 agonist -0.7, DAX1 inh-1 1.7, SMARCA2 activ -1, hgDAF-12 ag 1.4, MBD2 inh 2, hcDAF12 agonist 0.7, Rev-erbA mod -5, ADAM17 inh 0, DAX1 inh-2 1.3, PLC-gamma1 inh 2 and PLCb3 inh 0.
Nc1ccn([C@@H]2O[C@H](C(=O)NCCc3ccc(F)cc3)[C@@H](O)[C@H]2O)c(=O)n1 was read as ssDAF12 agonist -1.4, SMARCA2 activ -5, hgDAF-12 ag 1.9, MBD2 inh 7, hcDAF12 agonist 0.0, Rev-erbA mod 2, ADAM17 inh -2, DAX1 inh-2 -1.0, PLC-gamma1 inh 3 and PLCb3 inh 2.

Two consecutive records already listed, for reference:
COCCCNC(=O)c1ccc2sc([C@@H]3O[C@H](CO)[C@H](O)[C@H](O)[C@H]3O)nc2c1 was read as ssDAF12 agonist 0.0, SMARCA2 activ -3, hgDAF-12 ag 4.0, MBD2 inh 1, hcDAF12 agonist -0.4, Rev-erbA mod -1, ADAM17 inh -2, DAX1 inh-2 0.2, PLC-gamma1 inh -1 and PLCb3 inh 4.
For CC1(c2ccccc2Cl)NC(=O)N(CC(=O)Nc2cccnc2Cl)C1=O (stereo not drawn) the results were ssDAF12 agonist -1.4, DAX1 inh-1 -0.9, SMARCA2 activ 0, hgDAF-12 ag 0.4, MBD2 inh -3, hcDAF12 agonist -0.6, Rev-erbA mod 2, ADAM17 inh -2, DAX1 inh-2 2.5, PLC-gamma1 inh 2 and PLCb3 inh -2.

From PubChem

Compounds as they come; any-hit rate near 7.4%.
